ELG1 genotoxic: genotoxicity induction in ELG1-luciferase HEK293T cells | HEK293T ELG1-luciferase reporter, luminescence, 16 h | Potency, µM (series often up to 46 µM), without a hit: at the highest dose activity change, positive = activation, hits mostly activators | 330,000 compounds, 1.3% hits; further: potency means the concentration at half of the fitted maximal effect; % of control where 0% means no effect; nearly all actives have a fitted effect of over 60% in size
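HEK293T cells expressing luciferase-tagged ELG1 were exposed to compound or DMSO vehicle for 16 hr at 37 °C and 5% CO2. Luciferase activity was then measured with ONE-Glo after 30 min at room temperature.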
PKM2 activator: activators of human pyruvate kinase M2. P14618. purified PKM2, Kinase-Glo ATP luminescence, activation; response scale: 0% is enzyme alone, no compound. Potency, µM (titrated, usually from 57.5 µM), for inactives: at the highest dose activation, most hits filed as activators. 260,000 compounds, 0.34% hits. AID 1631; further: potency means the concentration at half of the fitted maximal effect; on the % scale 0 is the no-effect control and ±100 the full control effect; nearly all actives have a fitted effect of over 55% in size
Target sequence (P14618 whole entry, looked up): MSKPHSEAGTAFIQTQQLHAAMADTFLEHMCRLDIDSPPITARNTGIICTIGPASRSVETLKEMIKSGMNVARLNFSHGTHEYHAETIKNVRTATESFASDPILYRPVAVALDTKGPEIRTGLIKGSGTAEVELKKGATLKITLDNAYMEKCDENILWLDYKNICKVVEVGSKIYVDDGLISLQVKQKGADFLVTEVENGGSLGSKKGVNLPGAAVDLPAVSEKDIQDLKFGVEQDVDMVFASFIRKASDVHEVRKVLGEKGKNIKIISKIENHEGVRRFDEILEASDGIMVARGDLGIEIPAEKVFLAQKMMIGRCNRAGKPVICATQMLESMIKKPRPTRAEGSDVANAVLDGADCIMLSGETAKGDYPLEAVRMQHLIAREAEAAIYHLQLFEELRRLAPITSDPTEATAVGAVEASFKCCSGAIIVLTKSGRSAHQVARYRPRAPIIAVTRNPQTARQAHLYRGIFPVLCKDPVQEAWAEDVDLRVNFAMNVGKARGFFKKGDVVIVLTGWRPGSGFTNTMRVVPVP
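Kinase-Glo luminescence reports ATP generated from ADP (0.1 mM) and PEP (0.5 mM) by purified hPK-M2 after 1 h at room temperature, pH 7.2 imidazole buffer; intermediate enzyme activity allows detecting inhibitors and activators.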
p53 reactivator: re-activators of mutant p53. AID 504706. 320,000 compounds, 0.063% hits. H1299 p53-A138V BP100-luciferase reporter, luminescence, 24 h. Potency, µM (highest dose often 92.2 µM), without a hit: at the highest dose activity change, positive = activation, usual class: activators; further: potency means the concentration at half of the fitted maximal effect; % of control where 0% means no effect; nearly all actives have a fitted effect of over 45% in size
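H1299 (p53-null), stable ts p53-A138V + BP100-Luc; 1000 cells/well, Opti-MEM/10% FBS; cpd 4 pt, 1:5; 24 h, 37 deg C, 5% CO2; detection reagent 10 min RT; luminescence.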
RORg inh: ROR gamma (mouse) transcription inhibition; P51450; Drosophila S2 Gal4-RORgamma UAS-luciferase reporter, 20 h; Potency, µM (titrated, usually from 53.6 µM), for the others: top-dose activity change, negative = inhibition, hits mostly inhibitors; 310,000 compounds, 5.4% hits; AID 2551; further: potency means the concentration at half of the fitted maximal effect; on the % scale 0 is the no-effect control and ±100 the full control effect; nearly all actives have a fitted effect of over 60% in size
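A Gal4/UAS one-hybrid system in insect cells: metallothionein-promoter Gal4–ROR gamma fusion plus Photinus luciferase reporter. Copper sulfate 700 uM final, 20 hr ambient incubation, luminescent detection after 10 min with reagent.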
NPC1 prom act: activates the NPC1 promoter; Potency, µM (highest dose often 9.22 µM), inactives show at the highest dose activation, actives largely listed as activators; Huh7 NPC1 promoter luciferase reporter, 24 h; 320,000 compounds, 2.4% hits;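 further: potency means the concentration at half of the fitted maximal effect; % of control where 0% means no effect; nearly all actives have a fitted effect of over 60% in size; reporter is driven by a mutant NPC1 promoter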
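NPC1 promoter–luciferase Huh7 cells; 24 h compound; luminescence.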
Rab9 prom act: Rab9 promoter activation | Huh7 Rab9 promoter-luciferase reporter, luminescence, 24 h | Potency, µM (top dose mostly 9.22 µM), inactives show at the highest dose activation, negative = inhibition, usual class: activators | 320,000 compounds, 2.8% hits | AID 485297; further: potency means the concentration at half of the fitted maximal effect; % of control where 0% means no effect; nearly all actives have a fitted effect of over 60% in size
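Huh7 cells stably carrying Rab9 promoter–luciferase reporter, plated 1500 cells/well, compound added after 2 h and incubated 24 h at 37 °C; luciferase luminescence then read after 10 min with detection reagent.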
Menin-MLL TR inh: menin-MLL binding inhibition, Texas Red mutant peptide; O00255; Menin + Texas Red MLL mutant peptide, fluorescence polarization; Potency, µM (series often up to 61.6 µM), for the others: top-dose FP activity change, negative = inhibition, hits mostly inhibitors; 270,000 compounds, 0.23% hits; active means well fitted inhibition curve with a large enough effect in the polarisation, with a control signal flat, not every such curve was filed as active; inconclusive means small, poorly fitted or top-dose-only effect, or effect the other way, or a change in a side signal; inactive means no such curve, though single readings can be large or run the other way; the % refers to the polarisation; further: potency means the concentration at half of the fitted maximal effect; % of control where 0% means no effect; many of its hits are not listed in these tables
VP16 counter: counter-screen for ROR gamma inhibitors: Gal4-VP16 reporter. Drosophila S2 Gal4-VP16 UAS-luciferase, luminescence, 20 h. Potency, µM (series often up to 53.6 µM), inactives show top-dose activity, negative = inhibition, usual class: inhibitors. 310,000 compounds, 3.5% hits;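 further: Gal4-VP16 expression switched on by copper sulfate through the metallothionein promoter; potency means the concentration at half of the fitted maximal effect; on the % scale 0 is the no-effect control and ±100 the full control effect; nearly all actives have a fitted effect of over 50% in size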
Giardia kill: kills Giardia lamblia | activity change, % at 7.66 µM, hits read low | 340,000 compounds, 0.15% hits | Giardia lamblia trophozoite viability; in the data active means activity change below about -80%; inconclusive means between about -30% and that limit;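 further: parasites exposed to compound for two days anaerobically before the ATP read; on the % scale 0 is the no-effect control and ±100 the full control effect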
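Killing of trophozoites was scored by loss of ATP luminescence after a 48 hrs anaerobic exposure to compounds at 37 deg C, using 100 cells per well.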
BRCA1 expr act: BRCA1 expression activation. MCF7-BRCA1-FFLuc reporter, luminescence, 48 h; response scale: scaled: vehicle 0%, 10 µM genistein 100%. Potency, µM (doses to about 46.1 µM), without a hit: at the top dose activation, hits mostly activators. 380,000 compounds, 1.1% hits. AID 624202; further: potency means the concentration at half of the fitted maximal effect; nearly all actives have a fitted effect of over 80% in size; some results filed as inactive show a strong effect at the top dose
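Activators of BRCA1 expression were detected as increased firefly luciferase luminescence in engineered MCF7 cells after 48 h compound incubation. Signals were scaled to genistein 10 microM as full activation.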
FLuc modulator: inhibits or activates purified firefly luciferase, miR-21 counter-screen | P08659 | Potency, µM (series often up to 57.5 µM), inactives show at the top dose activity change, negative = inhibition, actives largely listed as inhibitors | AID 588342 | 360,000 compounds, 6.9% hits | purified FLuc, Km substrates, luminescence inhibition;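 further: potency means the concentration at half of the fitted maximal effect; plate controls were vehicle for no effect and reference inhibitor for full effect; nearly all actives have a fitted effect of over 55% in size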
Target sequence (P08659 whole entry, looked up): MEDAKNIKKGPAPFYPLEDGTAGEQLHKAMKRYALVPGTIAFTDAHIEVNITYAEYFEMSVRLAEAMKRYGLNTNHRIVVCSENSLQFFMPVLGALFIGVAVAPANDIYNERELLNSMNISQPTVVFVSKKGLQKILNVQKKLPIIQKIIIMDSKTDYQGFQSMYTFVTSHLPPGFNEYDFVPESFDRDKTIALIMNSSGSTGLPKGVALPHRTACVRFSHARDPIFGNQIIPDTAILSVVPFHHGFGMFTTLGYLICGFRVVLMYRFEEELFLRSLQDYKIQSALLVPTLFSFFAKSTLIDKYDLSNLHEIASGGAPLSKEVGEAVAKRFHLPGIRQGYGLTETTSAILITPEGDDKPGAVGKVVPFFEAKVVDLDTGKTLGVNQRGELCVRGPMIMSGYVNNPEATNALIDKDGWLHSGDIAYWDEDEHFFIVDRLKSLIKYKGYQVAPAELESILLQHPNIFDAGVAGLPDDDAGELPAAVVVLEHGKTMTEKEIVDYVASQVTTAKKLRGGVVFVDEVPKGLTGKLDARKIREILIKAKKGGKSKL
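Biochemical qHTS of compounds, final roughly 60 µM downward over six points, against 10 nM purified firefly luciferase using Km concentrations of substrates (10 uM D-luciferin, 10 uM ATP) in Tris acetate pH 7.5 buffer; luminescence output.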
* marks the source's active call; other numbers are inactive results; ? = inconclusive; . = not tested or not shown; & = joins results of further samples; [ ] = dose if it differs, or a comment. Unless noted, the call rests on the fitted dose curve; in most records, active means well fitted curve in the direction sought with a large enough effect; inconclusive means small, poorly fitted or top-dose-only effect, or another doubt; inactive means no such curve, though single readings can be large; an effect the other way counts as inactive or inconclusive. Some of the compounds tested; the hit share may differ from the screen's.

SMILES	ELG1 genotoxic	PKM2 activator	p53 reactivator	RORg inh	NPC1 prom act	Rab9 prom act	Menin-MLL TR inh	VP16 counter	Giardia kill	BRCA1 expr act	FLuc modulator
O=C(Nc1ccc(Cl)c(Cl)c1)Nc1nnc(CSc2ccccc2)s1	-2%	-4%	-1%	?	-3%	-31%[inhibitor]	?	-26%	31[activator]	-48%	-2%
CC(=O)c1c(C)[nH]c(C(=O)OCC(=O)Nc2ccc3[nH]c(=O)[nH]c3c2)c1C	0%	.	6%	.	-3%	0%	.	.	-8	2%	4%
Clc1ccc(-c2csc(NNC3=NCCCCC3)n2)cc1	-2%	-4%	9%	5.6µM*	0%	0%	-25%	?	15	-14%	?
CCCn1c(NCc2ccccn2)nc2ccccc21	5%	27%	18%	14µM*	1%	14%	-9%	-61%	-18	9%	-17%
Cc1ccc(NC(=O)[C@H](NC(=O)[C@@H]2Cc3ccccc3CN2)c2ccccc2)cc1C	5%	.	17%	14%	-4%	12%	.	2%	?	0%	?
COc1ccc(/C=N/NC(=O)c2c(-c3ccccc3)noc2C)cc1	0%	-17%	-3%	1%	4%	-4%	-2%	-13%	0	2%	-7%
COc1ccc(NC(=O)c2nc[nH]c2C(=O)N[C@@H](CC(C)C)C(=O)OC(C)(C)C)cc1	-9%	-11%	-4%	5.6µM*	-1%	-5%	.	16µM*	1	-46%	-2%
O=C(Nc1ccc(F)cc1F)Nc1ccccc1C(=O)NCCN1CCNC1=O	0%	-1%	-1%	-2%	-8%	1%	.	-7%	-8	3%	?
COc1ccccc1C(=O)NCC(=O)NNc1ncnc(N)c1[N+](=O)[O-]	7%	-4%	2%	15%	-6%	-3%	6%	-7%	.	.	-8%
O=C(O)C1CC=CCC1C(=O)NNc1c(Cl)cc(Cl)cc1Cl (configuration not stated)	-2%	-2%	-2%	30%	0%	-6%	8%	10%	3	0%	?
S=C(NCc1ccccc1)NCC1COc2ccccc2O1 (configuration not stated)	7%	-1%	?	?	-1%	-1%	11%	?	-21	-8%	-8%
COC(=O)c1sc(S(=O)(=O)N2CCCCC2)c(C(=O)OC)c1C	4%	4%	-13%	13%	-3%	-9%	4%	0%	-12	3%	2%
CCCCCCCOC(=O)C1=C(C)Nc2ncnn2C1c1cccs1 (configuration not stated)	-6%	6%	5%	-36%	-11%	-18%	.	6%	-8	-25%	0%
CCOC(=O)c1cnc2c(C)cccc2c1Nc1ccc(N2CCOCC2)cc1	-7%	2%	-4%	40%	-1%	1%	-18%	-4%	.	.	-21%
COC(c1ccccc1)c1nnc(CCC(=O)NC2C3CC4CC(C3)CC2C4)o1 (configuration not stated)	3%	-4%	1%	21%	-1%	8%	-20%	-11%	6	23%	-6%
Cc1ccc(S(=O)(=O)NC2(C(F)(F)F)NC(=O)N(Cc3ccccc3)C2=O)cc1 (configuration not stated)	-1%	1%	18%	-5%	-3%	1%	.	1%	0	-16%	0%
CSc1ccc(Cl)c(C(=O)Nc2ccc(C)cn2)c1	0%	-13%	-3%	10%	-10%	22%	-13%	25%[10 µM]	9	-11%	-16%
O=C(NCC(c1ccco1)N1CCc2ccccc2C1)c1ccc(Cl)c([N+](=O)[O-])c1 (configuration not stated)	6%	.	-3%	.	-3%	2%	.	.	1	-23%	6%
CCc1ccc(/C=N/NC(=S)NCCc2ccccc2)cc1	-3%	1%	2%	14µM*	-2%	4%	-15%	?	-14	-15%	-2%
CCN(CC)C(=O)C1=C(C)Nc2nc3ccccc3n2C1c1cccc(OC)c1 (configuration not stated)	-1%	3%	-7%	?	-1%	-2%	-19%	11%	-9	0%&0%	-8%&1%
COc1ccc(OC)c(/C=N/NC(=O)c2cc[n+](Cc3ccccc3)cc2)c1	2%	2%	1%	-2%[10 µM]	-6%	3%	7%	-8%	16	-30%	7%
CC1=CC(=O)O[C@@H]1[C@@]1(C)C[C@H]2OC(=O)C[C@H]3[C@@H](C)C(=O)C(O)=C1[C@@]23CO	-48%[inhibitor]	.	-19%	.	-18%	-13%	.	.	-2	8%	-6%
O=C(Cn1c(C(F)(F)F)nc2ccccc21)c1ccc(F)cc1	-7%	-1%	0%	-9%	-4%	-4%	12%	-7%	-4	0%	4%
c1ccc(-n2c(SCC3CCCCO3)nnc2-c2cccs2)cc1 (configuration not stated)	1%	-3%	-4%	-4%	1%	5%	-3%	-12%	-1	-10%	-2%
CCN(CC)C(=O)CSc1nc2sc3c(c2c(=O)n1CCCOC)CCC3	-6%	3%	-3%	30%	-1%	-6%	-2%	2%	10	-11%	0%
COc1cc(C2C3=C(CCCC3=O)OC3=C2C(=O)CCC3)ccc1OCC(=O)Nc1ccccc1	0%	4%	-4%	3%	-3%	7%	4%	6%	4	-102%[inhibitor]	-13%
COc1ccc(Oc2ccc(C(F)(F)F)cc2NC(=O)c2ccc(OC)cc2)cc1	-4%	-4%	-3%	41%	-3%	-5%	.	-1%	-11	-9%	-2%
S=C(NCC1CCCO1)N1CCc2ccccc2C1 (configuration not stated)	-5%	.	22%	-2%	8%	2%	.	22%	-8	56%	-14%
COC(=O)c1[nH]c2ccccc2c1NC(=O)C(C)N1CC(C)OC(C)C1 (configuration not stated)	-3%	2%	-2%	14%	-2%	8%	.	13%	26	-12%	-1%
COc1cccc(CN2CC(C(=O)NC3CCCCCC3)CCC2=O)c1 (configuration not stated)	1%	.	-5%	6%	22%	0%	.	4%	-21	-17%	0%
CCn1c(SCC(=O)Nc2nc3ccc(OC)cc3s2)nnc1-c1ccoc1C	0%	1%	14%	23%	1%	28%	3%	7%	-8	85%	11µM*
O=C(NCCCN1CCOCC1)c1ccc(CS(=O)(=O)c2ccc(Br)cc2)o1	-4%	9%	-2%	-7%	-2%	0%	0%	10%	4	0%	1%
CC12CN3CC(C)(CN(C1)C3c1ccc([N+](=O)[O-])o1)C2=O (configuration not stated)	-2%	-17%	3%	-3%	-2%	0%	0%	2%	7	-3%	0%
COc1ccc(C2=NN(C(=O)c3cccs3)C(c3ccc(OC)cc3)C2)cc1 (configuration not stated)	4%	-7%	-17%	-8%	-6%	2%	-16%	2%	15	-3%	-23%
Cc1cc(-c2ccccc2)nn1-c1nc2c(c(=O)[nH]c(=O)n2C)n1C	15%	-1%	-4%	?	1%	-8%	0%	-2%	11	-1%	-5%[2.3 µM]
Cc1c(Cl)ccc2sc(NC(=O)c3ccco3)nc12	?	-9%	12%	-11%	2.8µM*	4µM*	44%[activator]	7%	-2	-25%	5.4µM*
COc1cccc(CC(=O)OCC(=O)NNC(=O)c2ccc([N+](=O)[O-])cc2)c1	5%	-2%	29%	-11%	6%	0%	.	-1%	-2	-7%	-2%
CCOc1ccc(CCNC(=O)c2ccc3nc(N4CCOCC4)sc3c2)cc1OCC	-10%	7%	-7%	20%	-1%	-4%	.	16%	11	-28%	2%
Cc1ccc(F)c(NC(=O)CCc2ccccc2)c1	?	-3%	12%	?	27%	2.8µM*	-1%	?	0	40%	?
O=c1cc(CCl)nc2scc(-c3ccccc3)n12	-3%	6%	-13%	-25%	0%	-5%	.	-20%	10	-32%	4%
COc1cc(CNc2nc3c(C)cc(C)cc3s2)ccc1O	-5%	.	-3%	-3%	-7%	-4%	34%[activator]	-2%	1	-30%	-16%
CCN(CC(=O)Nc1c(F)cccc1F)C(=O)CSc1ccccc1	1%	.	2%	.	-1%	-9%	.	.	-8	-37%	3%
CC(C(=O)Nc1ccccc1-c1ccccc1)N(C)Cc1nc2ccccc2c(=O)[nH]1 (configuration not stated)	-5%	3%	-4%	14µM*	-18%	-14%	?	-8%	-6	-25%	-1%
Nc1ncnc(Nc2c(F)cccc2F)n1	0%	2%	-2%	-1%	2%	-1%	.	-1%	-7	8%	0%
CCCCCCOc1cccc(N)c1	6%	-2%	?	13%	-1%	-1%	9%	20%	0	48%	?
CCN(CC)C(=N)/C(C#N)=N/Nc1ccc(C)cc1	?	-1%	17%	-18%	2µM*	2µM*	.	-20%	18	?	9.5µM*
CCOC(=O)N1CCN(Cc2cc(Cl)c3cccnc3c2O)CC1	?	-14%	2%	0.13µM*	-32%[inhibitor]	-44%[inhibitor]	?	0.089µM*	4	-94%[inhibitor]	-1%

Source: PubChem
